Source: PubChem BioAssay (several laboratories)
CYP2C19 activ – human CYP2C19 activators, primary screen, biochemical, luminescence | 96,000 tested, under 10 active | AID 1025, 2008 | recombinant CYP2C19, luciferin-H EGE luminescence; active compounds read high; 0 = fully inhibited enzyme, 1 = untreated enzyme | activation factor at 5 µM | Cytochrome P450 2C19 (Homo sapiens), P33261;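 active means activation factor of at least 2 at 5 µM in the primary screen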;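 further: 0 = wells with 2.5 mM tranylcypromine and 1 = vehicle-only wells; values of inactives mirror those of a sister screen read the other way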
Plk1 PBD FP – Plk1 polo box domain binding inhibitors, primary screen, biochemical, fluorescence polarization; Serine/threonine-protein kinase PLK1 (Homo sapiens), P53350; Plk1 PBD phosphopeptide binding; inhibition, %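 (tested at about 20 µM)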; hit rate 0.13% among 97,000; in the data active means inhibition above about 34%, passing the limit was not always enough
Target sequence (P53350 whole entry, looked up, the tested form may be a part): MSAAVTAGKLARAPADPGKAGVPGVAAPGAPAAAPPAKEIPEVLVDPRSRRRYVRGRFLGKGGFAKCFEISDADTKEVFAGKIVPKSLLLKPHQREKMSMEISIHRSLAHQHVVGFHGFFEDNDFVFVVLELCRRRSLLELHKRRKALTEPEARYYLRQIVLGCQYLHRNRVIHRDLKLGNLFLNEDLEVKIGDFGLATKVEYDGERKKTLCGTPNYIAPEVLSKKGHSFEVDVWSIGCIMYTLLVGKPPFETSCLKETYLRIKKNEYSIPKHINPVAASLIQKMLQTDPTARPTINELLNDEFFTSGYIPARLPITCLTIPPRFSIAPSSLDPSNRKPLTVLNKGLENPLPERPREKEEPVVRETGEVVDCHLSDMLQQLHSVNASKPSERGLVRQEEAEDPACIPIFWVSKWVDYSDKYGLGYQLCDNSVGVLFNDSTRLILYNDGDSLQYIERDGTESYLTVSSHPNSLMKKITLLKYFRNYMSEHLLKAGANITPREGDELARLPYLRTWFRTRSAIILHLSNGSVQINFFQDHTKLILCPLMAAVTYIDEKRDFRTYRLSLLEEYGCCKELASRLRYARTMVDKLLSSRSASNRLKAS
Rev-RRE block – HIV-1 Rev-RRE binding inhibitors, primary screen, biochemical, FRET, protein-RNA interaction; inhibition, % at 8 µM; hit rate 0.79% among 97,000; Rev peptide-RRE RNA binding;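 active means inhibition above the screen-wide mean plus 3 SD, cut at about 35% in these data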;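 further: 0% = median DMSO wells and 100% = median Neomycin B control wells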
Target sequence (P05866 whole entry, looked up): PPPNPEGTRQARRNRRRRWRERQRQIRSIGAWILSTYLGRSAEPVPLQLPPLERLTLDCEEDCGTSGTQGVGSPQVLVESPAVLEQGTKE
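Material: labelled RRE RNA duplex and labelled Rev peptide / Buffer or medium: HEPES pH 7.5 salt buffer with EDTA / Compound dosing: single point, 8 µM final nominal compound concentration / Benchmarks: DMSO low control, neomycin B high control / Timing: 5 min preincubation and 15 min binding, 25 °C / Technique: FRET fluorescence readout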
EphB4 antag – EphB4-ephrin-B2 interaction antagonists, primary screen, biochemical, TNYL-RAW peptide probe, fluorescence polarization | Ephrin type-B receptor 4 (Homo sapiens), P54760 | EphB4 LBD / TNYL-RAW-Alexa532 peptide | inhibition, % at 7 µM | hit rate 0.15% among 97,000;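 active means inhibition above the screen-wide mean inhibition plus 3 SD, cut at about 15% in these data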;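 further: 0% = DMSO wells and 100% = excess unlabeled TNYL-RAW peptide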
PLK1 inh – human PLK1 kinase inhibitors, primary screen, biochemical, TR-FRET; inhibition, % at 10 µM; recombinant PLK1 kinase, TR-FRET peptide phosphorylation; hit rate 0.53% among 97,000; AID 619, 2007;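 active means inhibition of 50% or more in the single-concentration screen; inactive means inhibition below 50%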;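 further: 0% = DMSO max control and 100% = H-89 dihydrochloride min control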
CYP2C9 activ – human CYP2C9 activators, primary screen, biochemical, luminescence; Cytochrome P450 2C9 (Homo sapiens), P11712; recombinant CYP2C9, luciferin-H conversion; active compounds read high; factor 1 = untreated enzyme, 0 = blocked; activation factor at 5 µM; hit rate 1.4% among 96,000;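 active means activation factor of 2 or more for CYP2C9 at a 5 µM dose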;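 further: 0 = sulfaphenazole-blocked wells and 1 = vehicle-only wells; values of inactives mirror those of a sister screen read the other way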
CYP2C9 inh – blockers of cytochrome P450 2C9 activity – biochemical, luminescence, ADME assay, primary screen. P11712. inhibition, % at 5 µM. CYP2C9 Supersomes, luciferin-H conversion. hit rate 20% among 96,000;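 active means blocking of liver enzyme CYP2C9 beyond about 50% at 5 µM, limit read from the data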; further: values of inactives mirror those of a sister screen read the other way
CYP2C19 inh – blockers of cytochrome P450 2C19 activity – biochemical, luminescence, ADME assay, primary screen; AID 778, 2007; hit rate 21% among 96,000; P33261; inhibition, % at 5 µM; CYP2C19 Supersomes, luciferin-H EGE luminescence, 30 min;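 active means CYP2C19 inhibition above a set limit at 5 µM in the primary screen, cut at about 50% in these data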;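 further: plate controls were negative control wells for no effect and 2.5 mM tranylcypromine positive control for full effect; values of inactives mirror those of a sister screen read the other way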
PLAP activator – PLAP enzyme activators, biochemical, luminescence, HTS; activation fold at 20 µM; purified PLAP enzyme, luminescent substrate read-out; active compounds read high; AID 696, 2007; hit rate 1.2% among 96,000; in the data active means activation fold above about 2
The depositor's hits bear a star; x = no result given.

compound	CYP2C19 activ	Plk1 PBD FP	Rev-RRE block	EphB4 antag	PLK1 inh	CYP2C9 activ	CYP2C9 inh	CYP2C19 inh	PLAP activator
Cc1ccccc1NC(=O)c1sc2nc[nH]c(=O)c2c1C	1.1	-23	8	-8	15	1.2	-22	-9	1.2
CC1CCCN(C(=O)CN2C(=O)c3ccccc3C2=O)C1 (stereo unspecified)	1	13	1	4	-12	1	5	-4	0.9
COc1cc(NC(=O)c2cc(C)on2)cc(OC)c1OC	1	11	0	-6	-6	1.1	-7	-2	0.8
Cn1cc(S(=O)(=O)CC(=O)Nc2ccc3c(c2)OCO3)c2ccccc21	x	0	9	0	-2	x	x	x	x
COc1cccc2cc(C(=O)C3=C(O)C(=O)N(CCN(C)C)C3c3ccc(F)cc3)oc12 (stereo unspecified)	0.9	8	8	-2	-8	1.4	-39	6	1.4
Cc1cc(Cl)c(S(=O)(=O)N2CCN(c3ccc(F)cc3)CC2)cc1OCC(=O)NC1CCCCC1	0.2	-32	-1	-1	-6	0	96*	83*	1.7
CCOC(=O)c1c(NC(=O)CSc2nc3ccccc3o2)sc(C)c1C	0.7	-14	18	2	-14	0.5	46	31	1.1
Clc1ccc(CSc2nnc([C@@H]3CCCN3)o2)cc1Cl	0	-6	-3	-8	-11	0.6	35	100*	1.5
CC(C)(C)n1nnnc1C(c1cccnc1)N1CCN(c2ccccc2)CC1 (stereo unspecified)	0.4	18	-7	9	-11	0.8	19	59*	1.3
NNc1nc(Nc2ccccc2)nc(N2CCCCC2)n1	0.9	14	-2	-2	-4	0.6	41	15	1.6
CC(C)C(NC(=O)C(c1ccccc1)c1ccccc1)c1nc2ccccc2[nH]1 (stereo unspecified)	1.2	19	14	2	-10	1	-2	-23	0.8
CSc1cccc(NC(=O)C(C)Sc2ccc(C)cc2)c1 (stereo unspecified)	0.3	-4	2	1	6	0.3	67*	70*	0.7
COc1cccc(CSc2nc3ccccc3cc2C=O)c1	0.7	-36	22	0	-7	0.4	64*	25	1.1
Clc1ccc(OCCN2CCN(c3ncnc4sccc34)CC2)cc1	0.2	x	x	x	x	0.4	56*	84*	1.7
CC(C)(CSc1nncn1N)NS(=O)(=O)c1ccc(Cl)cc1	0.1	0	8	2	-4	0.5	51*	95*	1.3
Cc1cc(C(=O)NNC(=S)NC(=O)/C=C/c2ccccc2Cl)n[nH]1	1.2	13	2	0	-8	0.7	27	-16	1.6
CCOc1ccc(OCC)c(NC(=O)CN2CCC(NC(=O)c3cccc(F)c3)CC2)c1	0.3	x	x	x	x	0.3	68*	74*	1.9
Cc1cc2c(cc(C(=O)NCCCN3CCOCC3)n2Cc2ccc(Cl)cc2)o1	0.6	x	x	x	x	0.5	50	45	1.6
COC(=O)CCCc1nc2ccccc2s1	0.6	-2	5	2	-8	0.8	24	38	0.9
CCOC(=O)c1ccc2c(c1)n(CCO)c(C)[n+]2CC	1	5	9	-1	-4	0.9	6	4	0.8

Reprinted from the listing for reference:
compound	CYP2C19 activ	Plk1 PBD FP	Rev-RRE block	EphB4 antag	PLK1 inh	CYP2C9 activ	CYP2C9 inh	CYP2C19 inh	PLAP activator
Cn1cc(S(=O)(=O)CC(=O)Nc2ccc3c(c2)OCO3)c2ccccc21	x	0	9	0	-2	x	x	x	x
COc1cccc2cc(C(=O)C3=C(O)C(=O)N(CCN(C)C)C3c3ccc(F)cc3)oc12 (stereo unspecified)	0.9	8	8	-2	-8	1.4	-39	6	1.4
Cc1cc(Cl)c(S(=O)(=O)N2CCN(c3ccc(F)cc3)CC2)cc1OCC(=O)NC1CCCCC1	0.2	-32	-1	-1	-6	0	96*	83*	1.7
CCOC(=O)c1c(NC(=O)CSc2nc3ccccc3o2)sc(C)c1C	0.7	-14	18	2	-14	0.5	46	31	1.1
Clc1ccc(CSc2nnc([C@@H]3CCCN3)o2)cc1Cl	0	-6	-3	-8	-11	0.6	35	100*	1.5
CC(C)(C)n1nnnc1C(c1cccnc1)N1CCN(c2ccccc2)CC1 (stereo unspecified)	0.4	18	-7	9	-11	0.8	19	59*	1.3
NNc1nc(Nc2ccccc2)nc(N2CCCCC2)n1	0.9	14	-2	-2	-4	0.6	41	15	1.6
CC(C)C(NC(=O)C(c1ccccc1)c1ccccc1)c1nc2ccccc2[nH]1 (stereo unspecified)	1.2	19	14	2	-10	1	-2	-23	0.8
CSc1cccc(NC(=O)C(C)Sc2ccc(C)cc2)c1 (stereo unspecified)	0.3	-4	2	1	6	0.3	67*	70*	0.7
COc1cccc(CSc2nc3ccccc3cc2C=O)c1	0.7	-36	22	0	-7	0.4	64*	25	1.1
Clc1ccc(OCCN2CCN(c3ncnc4sccc34)CC2)cc1	0.2	x	x	x	x	0.4	56*	84*	1.7
CC(C)(CSc1nncn1N)NS(=O)(=O)c1ccc(Cl)cc1	0.1	0	8	2	-4	0.5	51*	95*	1.3
Cc1cc(C(=O)NNC(=S)NC(=O)/C=C/c2ccccc2Cl)n[nH]1	1.2	13	2	0	-8	0.7	27	-16	1.6

The list goes on.
compound	CYP2C19 activ	Plk1 PBD FP	Rev-RRE block	EphB4 antag	PLK1 inh	CYP2C9 activ	CYP2C9 inh	CYP2C19 inh	PLAP activator
COC(=O)c1nn(-c2ccccc2)ccc1=O	0.9	2	-1	-1	-15	1	5	5	1
O=C(c1ccccc1)n1nc(-c2ccccc2)nc1NCc1ccco1	0.7	1	9	1	-2	0.5	47	33	1
Cc1cccn2cc(CCNC(=O)c3ccco3)nc12	0.9	7	8	-8	-25	0.9	10	10	1.1
O=C(N/N=C/c1cccc(O)c1)c1csc2ccccc12	0.9	5	4	-2	-7	1.2	-19	15	1
CCOc1ccc(-n2c(=O)c3sccc3n(CC(=O)NCc3ccco3)c2=O)cc1	1.1	1	5	-7	-11	0.9	15	-7	0.8
Cc1cc2c(c(=O)n1CCc1ccccc1)C(c1ccco1)C(C#N)=C(N)O2 (stereo unspecified)	0.8	-20	8	6	-9	0.8	20	17	0.8
N#Cc1ccc(-c2ccc(F)cc2)nc1SCC(=O)Nc1sc2c(c1C#N)CCC2	1.1	5	15	-2	-26	1	-3	-11	1
CNC(=S)NN(c1ccccc1)c1ccccc1	0.2	5	3	-2	-8	0.9	8	78*	0.8
O=C(Nc1cccc(F)c1)c1c(F)c(F)c(F)c(F)c1F	0.7	-5	3	1	-7	0.9	12	35	0.8
COC(=O)c1[nH]c2ccc(C)cc2c1NC(=O)CN1CCCc2ccccc21	0.8	-1	17	1	-14	0.2	85*	23	0.7
O=C(NCc1ccc2c(c1)OCO2)c1ccc2c(=O)n(C3CCCC3)c(=O)[nH]c2c1	1	-24	3	1	-4	0.9	11	4	0.8
COc1ccc(S(=O)(=O)N2C3CCC2CC(NC(=O)NC2CCCCC2)C3)cc1 (stereo unspecified)	0.6	5	5	0	-3	1.5	-46	38	1.1
COc1ccc(-c2c3c(=O)n(C)c(=O)n(C)c3cn2C2CCCCC2)cc1	0.3	4	-1	-1	3	0.2	77*	70*	1.3
COc1ccc2[nH]c(=O)c(CN(Cc3nnnn3Cc3ccco3)C3CCCCC3)cc2c1	0.1	8	17	-9	1	0.2	75*	89*	1.6
N#Cc1ccccc1Sc1ccccc1C(=O)N1CCOCC1	0.9	38	1	-1	-2	1	5	10	0.9
COc1cc(/C=N/N(C)c2ccccc2)ccc1O	0.2	0	2	-1	-13	0.3	74*	82*	1.1
COc1ccc(Cc2nnc(NC(=O)c3c(-c4ccccc4)noc3C)s2)cc1OC	0.9	x	x	x	x	0.5	54*	9	1.3
COc1cc(C(=O)Nc2ccc(O)cc2C(=O)O)ccc1OC(C)=O	1	-8	3	-5	-2	0.9	12	-4	1
O=C(C1CC(=O)N(C2CCCC2)C1)N1CCN(c2ccccc2F)CC1 (stereo unspecified)	1	7	-1	-1	-6	1.1	-5	-3	1.3
Cc1oc2c(c1C(=O)c1ccccc1)C(=O)C(=O)c1ccccc1-2	0.1	124*	4	5	0	0.1	90*	92*	0.9

Taken from above:
Result for Cc1oc2c(c1C(=O)c1ccccc1)C(=O)C(=O)c1ccccc1-2 in PLK1 inh: 0
Result for COc1ccc(Cc2nnc(NC(=O)c3c(-c4ccccc4)noc3C)s2)cc1OC in CYP2C9 inh: 54*

Carrying on.
compound	CYP2C19 activ	Plk1 PBD FP	Rev-RRE block	EphB4 antag	PLK1 inh	CYP2C9 activ	CYP2C9 inh	CYP2C19 inh	PLAP activator
CC1CCCCN1Cc1cnc(Cl)s1 (stereo unspecified)	0.7	26	12	2	0	1	-5	28	1
CC(=O)Nc1ccc(S(=O)(=O)N2CCN(Cc3ccncc3)CC2)cc1	0.1	3	1	-6	-22	0.5	54*	95*	0.9
Cc1cc(C)nc(NS(=O)(=O)c2ccc(NC(=O)COc3ccccc3)cc2)n1	1	-21	0	-6	-6	0.8	18	0	1.2
COc1cc(C2CC(=O)n3c(nc4ccccc43)S2)cc(OC)c1OC (stereo unspecified)	x	11	4	-8	-10	x	x	x	x
CCOC(=O)C1CCN(C(=O)c2cnn3c(C)cc(C)nc23)CC1	1	14	3	-2	-15	0.9	13	4	1.1
O=C(Nc1cc(C(F)(F)F)ccc1-n1cncn1)c1ccc(-c2ccccc2)cc1	0.4	31	6	2	-11	0.1	94*	58*	0.9
C=C(C)CSC1=C(C#N)C(c2ccsc2)CC(=O)N1 (stereo unspecified)	0.7	-9	8	2	-13	0.8	23	28	1.1
CCn1c(CNC(=O)COc2ccc(C(C)C)cc2)nnc1SCC(=O)Nc1ccccc1F	0.5	10	5	1	-10	0.3	71*	53*	2*
Cc1ccc2[nH]c(=O)c3cc(C(=O)NCCN4CCN(C)CC4)sc3c2c1	1.1	-1	0	3	3	1	1	-7	1.4
CCOC(=O)C(C)CC(C)C(=O)N1CCOCCOCCN(C(=O)C(C)CC(C)C(=O)OCC)CCOCC1 (stereo unspecified)	0.9	6	-3	-1	-8	0.9	8	10	1.4
O=C(NCc1ccco1)c1cc2n(n1)C(C(F)(F)F)CC(c1ccc(Cl)c(Cl)c1)N2 (stereo unspecified)	0.8	-17	11	-7	-4	1	2	18	1.1
O=C(NC1CC2CCCC(C1)N2C(=O)NC1CCCCC1)c1ccccc1 (stereo unspecified)	1	-20	-1	-3	-8	1	0	2	0.9
CCC(=O)Nc1ccc(Oc2ccc3c(c2)C(=O)NC3=O)cc1	1	0	1	1	-8	1.1	-8	1	1
CCOC(=O)c1[nH]c2ccc(F)cc2c1NC(=O)C1=COCCO1	0.8	15	-4	-6	-12	0.8	24	17	1
O=C(Nc1ccc2c(c1)Cc1ccccc1-2)c1ccc(Br)o1	x	-13	14	-7	-7	x	x	x	x
